NadD block: inhibitors of Staphylococcus aureus NadD; purified NadD enzyme, colorimetric absorbance read-out; hit rate 0.78% among 360,000; inhibition, % at 20 µM; in the data active means inhibition above about 26%; further: some compounds past the cut are filed as inactive
Scp-1 inhibitor: inhibitors of human Scp-1 phosphatase; Q9GZU7; Recombinant Scp1, phosphopeptide, malachite green phosphate absorbance; inhibition, % at 20 µM; hit rate 0.88% among 340,000;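 active means inhibition above about 50% at 20 µM, limit read from the data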;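 further: plate controls were DMSO wells with enzyme for no effect and wells lacking enzyme for full effect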
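Test system: SCP-1 catalytic domain; Buffer or medium: Acidic Tris acetate buffer with magnesium and detergent; Also added: Phosphorylated 17-residue peptide substrate; Compound: single 20 µM dose, 1% DMSO; Schedule: enzyme reaction 45 min at room temperature, colour 5 min, stabilisation 30 min; Signal: Phosphate-binding colour reagent, absorbance read at 630 nm.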
DNMT1 block: blocks human DNA methyltransferase DNMT1 | P26358 | DNMT1 molecular beacon, Hinp1I cleavage, fluorescence | AID 588458 | hit rate 0.83% among 360,000 | inhibition (reported as % activation of signal), % at 10 µM; in the data active means inhibition above about 50%
SUMO1-SIM PPI: modulators of human SUMO1-mediated protein-protein interactions | SUMO1 binding to a labelled peptide, TR-FRET, 1 h | inhibition, % at 20 µM | hit rate 0.33% among 360,000; in the data active means inhibition above about 37%
TbMetRS inhib: blocks T. brucei methionyl-tRNA synthetase activity | purified T. brucei MetRS, ATP depletion, Kinase-Glo luminescence | inhibition, % at 11.9 µM | hit rate 0.4% among 360,000 | AID 624268;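 active means inhibition above a per-plate cutoff of the control wells' mean inhibition plus 3 SD, cut at about 5.5% in these data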;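 further: 0% = DMSO wells median and 100% = median of wells with control inhibitor compound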
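System: purified T. brucei MetRS enzyme / Detection: Kinase-Glo luciferase luminescence reporting remaining unconsumed ATP / Medium: HEPES buffer with MgCl2, KCl, DTT, spermine, BSA, pyrophosphatase / Replication: singlicate, one well per compound / Evaluation: percent inhibition relative to median high and low control wells / Schedule: 2 h aminoacylation at 25 °C after 15 min preincubation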
CSN inh: CSN deneddylation inhibition | Q92905 | Purified CSN, SCF-Nedd8-OG deneddylation, fluorescence polarization | inhibition, % at 12.5 µM | hit rate 0.38% among 360,000 | AID 651999;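 active means pattern-corrected inhibition above about 35%, with an unprinted fluorescence ratio check between 0.5 and 1.5, limit read from the data, passing the limit was not always enough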;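 further: 0% = enzyme with substrate and 100% = substrate without enzyme; some results filed as inactive read as strong as hits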
Target sequence (Q92905 whole entry, looked up, one chain of several): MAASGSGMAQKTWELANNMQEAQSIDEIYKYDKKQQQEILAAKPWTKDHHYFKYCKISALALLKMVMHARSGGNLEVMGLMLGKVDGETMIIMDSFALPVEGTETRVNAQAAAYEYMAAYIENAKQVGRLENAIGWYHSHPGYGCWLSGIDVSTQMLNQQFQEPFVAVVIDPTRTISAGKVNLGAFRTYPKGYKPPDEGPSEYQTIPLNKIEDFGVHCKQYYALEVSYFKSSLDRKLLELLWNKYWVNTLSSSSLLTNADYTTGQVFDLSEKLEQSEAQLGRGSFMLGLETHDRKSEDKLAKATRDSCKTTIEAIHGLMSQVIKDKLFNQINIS
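Assay system: HEK293T-derived human Csn5 enzyme; quantity: 0.24 nM enzyme; medium: Tris/NaCl/DTT buffer, pH 7.5; also added: substrate SCFSkp2-Nedd8OG, 10 nM; doses: 12.5 µM compound; schedule: 90 min reaction at room temperature; signal: FP; read-out: % inhibition of substrate cleavage by Csn5; benchmarks: substrate-only high control, full reaction low control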
LMPTP block: blocks human LMPTP phosphatase; recombinant LMPTP-A, OMFP fluorogenic substrate, fluorescence intensity; P24666; hit rate 0.22% among 360,000; AID 651560; inhibition, % at 20 µM;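 active means compounds that cut the enzyme signal by at least half of the control window in the single-dose screen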;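 further: plate controls were DMSO wells with enzyme plus substrate for no effect and substrate without enzyme for full effect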
Target sequence (P24666 whole entry, looked up): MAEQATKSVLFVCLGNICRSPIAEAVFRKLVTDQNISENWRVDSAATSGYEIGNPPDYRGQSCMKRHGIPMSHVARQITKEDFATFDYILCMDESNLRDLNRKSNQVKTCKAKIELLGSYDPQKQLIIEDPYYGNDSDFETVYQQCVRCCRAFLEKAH
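Test system – LMPTP-A phosphatase enzyme · Quantity – 0.625 nM LMPTP-A final · Reagent – OMFP substrate, 400 µM final · Dosing – one test concentration per compound, 20 µM, with 3% DMSO overall · Timing – 50 min enzyme reaction at room temperature, protected from light · Detection – fluorescence intensity · Controls – substrate-only low control, DMSO enzyme-plus-substrate high control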
Rpn11 block: blocks the human proteasome subunit Rpn11 | human 26S proteasome, Ub4-pepOG fluorescence polarization; 20S core pre-blocked with epoxomicin | calls only at 20 µM | hit rate 0.59% among 360,000 | O00487;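 active means inhibition at 20 µM, scaled to each plate's controls, above about 33%, limit read from the data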
STEP inh: STEP (human) phosphatase inhibition; P54829; recombinant STEP, OMFP fluorogenic substrate, fluorescence; inhibition, % at 20 µM; hit rate 0.25% among 360,000;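 active means inhibition at 20 µM, scaled per plate between control wells, above about 37%, limit read from the data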;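 further: 0% = DMSO with enzyme and substrate and 100% = substrate only without enzyme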
Target sequence (P54829 whole entry, looked up): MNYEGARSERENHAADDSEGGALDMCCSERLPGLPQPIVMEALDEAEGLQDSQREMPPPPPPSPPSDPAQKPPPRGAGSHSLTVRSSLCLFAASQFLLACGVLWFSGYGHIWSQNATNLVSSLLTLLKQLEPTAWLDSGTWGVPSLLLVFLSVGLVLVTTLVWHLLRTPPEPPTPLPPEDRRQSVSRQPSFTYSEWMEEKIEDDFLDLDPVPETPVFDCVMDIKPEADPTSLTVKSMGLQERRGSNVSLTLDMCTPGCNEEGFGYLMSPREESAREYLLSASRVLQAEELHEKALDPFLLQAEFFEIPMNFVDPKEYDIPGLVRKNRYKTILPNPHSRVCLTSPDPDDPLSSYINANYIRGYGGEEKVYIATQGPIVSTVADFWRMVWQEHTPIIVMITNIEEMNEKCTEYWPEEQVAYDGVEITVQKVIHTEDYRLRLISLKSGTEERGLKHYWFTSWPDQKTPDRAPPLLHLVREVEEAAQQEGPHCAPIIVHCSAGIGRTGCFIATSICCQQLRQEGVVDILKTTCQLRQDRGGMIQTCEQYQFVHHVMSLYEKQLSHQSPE
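Material: STEP (striatal-enriched tyrosine phosphatase) enzyme, cell-free | Medium: 50 mM Bis-Tris pH 6.0 with 2.5 mM DTT and 0.005% Tween 20 | Read-out: Percent inhibition scaled to no-enzyme and uninhibited-enzyme controls, plate-pattern corrected | Signal: Fluorescence read at 480 nm ex / 540 nm em | Times: 20 min reaction, room temperature, in the dark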
PABP1 MLLE inh: blocks PAM2 peptide binding to the PABP1 MLLE domain. AID 588489. hit rate 0.36% among 360,000. GST-MLLE / FITC-PAM2 fluorescence polarization. P11940. inhibition, % at 20 µM; in the data active means inhibition above about 35%, passing the limit was not always enough;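 further: plate controls were DMSO wells with GST-MLLE for no effect and wells lacking GST-MLLE protein for full effect; some results filed as inactive read as strong as hits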
* marks the source's active call; other numbers are inactive results; i = inactive; nt = not tested or not shown.

SMILES	NadD block	Scp-1 inhibitor	DNMT1 block	SUMO1-SIM PPI	TbMetRS inhib	CSN inh	LMPTP block	Rpn11 block	STEP inh	PABP1 MLLE inh
Cc1ccc(C(=O)N2CCN(C)CC2)cc1S(=O)(=O)N1CCOCC1	-5	-1	2	0	-0.8	1	-2.5	i	4	-4
COc1cccc(C(NC(C)=O)c2nc(-c3ccc(N(C)C)cc3)cs2)c1 (stereo not given)	3	nt	-6	-2	0.2	-4	1.0	i	2	-14
Cc1cccc(NC(=O)CSc2nc(-c3ccccc3)c(C#N)c(=O)[nH]2)c1C	-1	-10	0	9	-0.5	2	-2.4	i	-2	3
CCCCN1C(=O)CC(C(=O)O)C1c1ccc(OC)cc1 (stereo not given)	5	-13	1	3	0.2	-2	-0.8	i	5	-1
COc1cc(CNC(=O)c2cc(-c3cc(Cl)ccc3C)n[nH]2)cc(OC)c1	6	nt	-2	-2	0.1	1	1.9	i	0	3
CCCCCCCC(=O)N/N=C/c1ccncc1	0	-4	-1	-3	0.4	1	0.9	i	-2	5
CC(C)CN(C(=O)C1=COCCO1)c1c(N)n(Cc2ccccc2)c(=O)[nH]c1=O	2	nt	-1	-1	0.3	5	-0.9	i	-2	-29
CCN1CCC2(CC1)N=C(c1ccc(F)cc1)C(=S)N2C(=O)c1ccc(C)cc1	3	9	-1	-2	-1.9	3	2.0	i	0	31
CNS(=O)(=O)c1ccc(C(=O)NCC(=O)NCC2COc3ccccc3O2)cc1 (stereo not given)	5	-10	2	0	-0.2	-9	-1.2	i	-2	8
Cn1c(N)c(C(=O)COC(=O)c2ccc3c(c2)OCCO3)c(=O)n(C)c1=O	8	0	3	2	-1.2	3	0.2	i	-2	12
COc1ccc(CNC(=O)Nc2cc(C)ccc2C)cc1	0	-1	4	6	0.1	-4	-0.2	i	0	-3
COC(=O)c1nc2cc3c(cc2c(C)c1C(=O)OC)OCO3	3	-2	6	-4	-0.4	4	0.7	i	2	-2
O=C(Nc1ccncc1)C1CCN(S(=O)(=O)c2ccc(Cl)cc2)CC1	-5	-5	0	1	-0.1	-2	0.9	i	0	-11
COc1ccc(S(=O)(=O)Nc2ccc(S(=O)(=O)N3CCOCC3)cc2)cc1C	-6	-4	-1	-3	-0.7	0	0.3	i	-4	11
CCOc1ccc(S(N)(=O)=O)cc1-c1nc2c(C(C)(C)C)nn(C)c2c(=O)[nH]1	-6	1	-3	5	0.2	4	0.4	i	-1	-2
COc1ccc(C(=O)N=c2nc3ccccn3s2)cc1	-5	1	3	-7	-0.7	-2	-0.6	i	0	3
COC(=O)CC1SC(=O)NC1=Nc1ccc(O)cc1 (stereo not given)	-2	-10	-2	-1	0.1	1	-0.6	i	-1	3
CCCCCC(=O)N/N=C(\C)c1ccccn1	7	-8	3	1	-0.3	0	-0.9	i	-4	-5
CCC(C)(C)NC(=O)C(c1ccc(OC)cc1)N(C(=O)CCC(=O)Nc1cc(C)on1)c1ccc(OC)c(OC)c1 (stereo not given)	3	0	0	-1	0.8	0	-0.2	i	0	-2
Cc1cc(NC(=O)c2c(Cl)c(C)nn2C)no1	1	1	-1	1	0.3	-2	-0.6	i	1	6
O=C(CN1CCN(c2ccc(O)cc2)CC1)Nc1ccccc1C(=O)NCCc1ccccc1	11	-7	-10	1	-0.2	-7	1.8	i	-1	-5
CCOC(=O)C1=C(OCc2ccc(Cl)cc2)C2C=C(C)C=CC2N=C1 (stereo not given)	15	6	3	2	0.4	2	2.3	i	1	4
O=c1oc2ccccc2cc1-c1nnc(NCc2ccco2)s1	12	-1	12	-16	0.4	1	1.2	i	-3	8
COC(=O)c1ccc(NC(=S)NN2CCOCC2)cc1	-4	-3	1	1	0.0	-1	-2.7	i	-1	7
COc1cccc(C(=O)Nc2cc3c(cc2Br)OCCCO3)c1	-1	-4	2	4	-1.5	-1	-0.1	i	-3	-5
CC(=O)C1(O)CCC2C3CC(C)C4=CC(=O)C=CC4(C)C3(F)C(O)CC21C (stereo not given)	1	0	0	1	-0.3	5	-2.1	i	-2	-5
COC(=O)c1sccc1NC(=O)Nc1cc(C)ccc1C	-6	-7	-4	1	-0.4	-3	-0.7	i	-3	-5
N=c1sccn1CC(=O)N1N=C(c2ccc(Cl)cc2)CC1c1ccco1 (stereo not given)	-1	8	-2	-2	-0.5	13	1.7	i	0	-24
Cc1ccc(S(=O)(=O)N2CCN(c3cnn(C)c(=O)c3Cl)CC2)cc1	-8	-11	-2	-5	-0.8	5	0.9	i	-2	6
CC(=O)c1ccc(NC(=O)[C@@H]2CCCN2C(=O)OC(C)(C)C)cc1	1	-5	-1	-8	-1.2	0	-2.1	i	-1	-1
Cc1ccc(SCC(=O)OCC(=O)N(C)C2CCS(=O)(=O)C2)cc1C (stereo not given)	2	-5	1	-2	-0.5	1	-0.6	i	-2	-16
Cc1cc(/C=C\c2nc(O)c([N+](=O)[O-])c(=O)[nH]2)c(C)n1-c1ccccc1	10	68*	74*	18	-0.3	19	14	i	9	-12
Cc1oc(-c2cccc(F)c2)nc1CN1CCCCC1CCn1cccn1 (stereo not given)	2	-4	-3	1	-0.6	1	1.0	i	-2	-9
CC1(C(=O)O)CCCN(C(=O)c2cc3ccccc3s2)C1 (stereo not given)	-4	nt	4	-5	0.2	-1	-1.5	i	-2	9
CCOc1ccc2nc(NC(=O)C3=NN(c4ccccc4)C(=O)CC3)sc2c1	4	-3	1	-1	-0.1	2	1.2	i	2	3
COCCCNc1ccn2nc(-c3ccccc3)cc2n1	-3	nt	-2	3	0.0	-1	-0.4	i	-1	-4
O=C(O)CSCCOc1ccc(OCCSCC(=O)O)cc1	-3	-8	1	-5	0.2	-11	-1.7	i	-3	-2
Cc1ccc(N2CC(C(=O)OCC(=O)Nc3ccc(F)cc3F)CC2=O)cc1 (stereo not given)	-5	-2	-4	-6	-0.5	2	-0.3	i	-3	-2
O=C(NCc1ccc2c(c1)OCO2)c1ccc(CSCc2cccc(Cl)c2)o1	-1	-9	-8	5	-0.4	-6	3.5	i	2	-5
Cc1ccccc1-c1cc(C(=O)NCC2CC2)nn1CC1CC(c2cccc([N+](=O)[O-])c2)=NO1 (stereo not given)	-3	-4	-4	-14	0.3	3	1.4	i	-1	10
CN(CC(=O)NC(=O)Nc1ccccc1F)Cc1ccccc1	-5	0	4	1	-0.3	-1	-0.1	i	-1	8
O=C(CC1SC(N2CCOCC2)=NC1=O)Nc1ccc(F)cc1 (stereo not given)	-1	-2	0	4	-0.1	0	0.3	i	-2	2
COc1ccc(C(=O)NCc2c(C)nn(Cc3ccccc3)c2C)cc1S(=O)(=O)N1CCOCC1	1	3	3	-3	-0.4	-3	-1.7	i	-1	-9
CCSc1nc2ccccc2n1CC(=O)N1CCOCC1	-4	-1	0	1	-0.5	-4	-2.2	i	0	-3
CCOc1ccc(CNc2ccc3c(c2)nc(C)n3C)cc1	-9	-5	-1	-5	-0.9	-1	0.9	i	2	-10

At a glance, some entries already given.
SMILES	NadD block	Scp-1 inhibitor	DNMT1 block	SUMO1-SIM PPI	TbMetRS inhib	CSN inh	LMPTP block	Rpn11 block	STEP inh	PABP1 MLLE inh
COc1ccc(C(=O)NCc2c(C)nn(Cc3ccccc3)c2C)cc1S(=O)(=O)N1CCOCC1	1	3	3	-3	-0.4	-3	-1.7	i	-1	-9
CCSc1nc2ccccc2n1CC(=O)N1CCOCC1	-4	-1	0	1	-0.5	-4	-2.2	i	0	-3
CCOc1ccc(CNc2ccc3c(c2)nc(C)n3C)cc1	-9	-5	-1	-5	-0.9	-1	0.9	i	2	-10

(cont.)
SMILES	NadD block	Scp-1 inhibitor	DNMT1 block	SUMO1-SIM PPI	TbMetRS inhib	CSN inh	LMPTP block	Rpn11 block	STEP inh	PABP1 MLLE inh
CCOC(=O)C1=C(C)NC(C)=C(C(=O)OCC)C1c1cccs1	-7	-13	19	10	0.1	3	0.6	i	1	9
Nc1ccc(C(=O)N/N=C/c2cn(Cc3ccccc3)c3ccccc23)cc1	3	14	-4	-8	-0.3	0	3.6	i	0	-11
O=C(N/N=C/c1ccccn1)c1cccnc1	-4	-23	-2	-4	-0.7	1	-1.7	i	0	11
CC1(c2ccccc2)NC(=O)N(CCOc2ccccc2)C1=O (stereo not given)	-4	-8	13	-1	0.3	0	-1.6	i	-18	-6
Cc1cccc(-c2nnc(SCc3cc(=O)[nH]c4ccccc34)n2C)c1	2	-7	-2	-4	-0.7	-12	1.2	i	2	1
CCCCOC(=O)/C(=C/C=C/c1ccccc1)NC(=O)c1ccccc1	-4	-15	7	-6	-1.8	-12	7.9	i	-1	3
CCN(CC)S(=O)(=O)c1ccc(NC(=O)CCN2C(=O)C3CC=CCC3C2=O)cc1 (stereo not given)	2	2	1	-4	-0.4	1	0.4	i	2	-13
O=C(CSc1n[nH]c(=O)n1Cc1ccco1)Nc1ccccc1Cl	0	-3	5	1	2.0	5	-0.2	i	-2	7
CS(=O)(=O)c1ccc2nc(NC(=O)c3ccccc3Cl)sc2c1	2	-5	-3	-2	-0.2	-4	-1.5	i	-1	-9
Cc1c(C(=O)OC2CCCCC2)sc2nc[nH]c(=O)c12	-5	-3	-2	5	-0.3	0	0.7	i	-3	2
COc1cccc(/C(O)=C2/C(=O)C(=O)N(Cc3cccnc3)C2c2ccco2)c1 (stereo not given)	0	28	17	-1	0.2	7	-1.0	i	3	9
Cc1cnn(Cc2cccnc2)c1N	-2	1	-1	-1	-0.1	5	-0.9	i	4	3
CCOC(=O)c1oc2nc(CC(C)C)c3c(c2c1N)CCCC3	-10	-10	0	-16	-0.4	1	2.5	i	2	6
CCOc1ccccc1NC(=O)COC(=O)COc1c(Cl)cc(Cl)c2ccc(C)nc12	2	-2	7	6	-0.2	2	15	i	1	-7
O=C(c1ccccc1Br)N1CCCC(c2nc(-c3cccs3)no2)C1 (stereo not given)	-3	-5	-3	3	-1.3	4	0.2	i	-1	4
Cc1ccc(NC(=O)CSc2nc(N)cc(=O)[nH]2)cc1Cl	-4	-2	4	6	0.5	3	-0.2	i	10	25

Screening data from PubChem BioAssay.
